Compound activity deposited in PubChem by National Center for Advancing Translational Sciences (NCATS).
ATXN2 expr inh: ATXN2 expression inhibition. actives 0.72% (n = 360,000). Potency, µM (series often up to 57 µM), inactives show at the highest dose activity change, negative = inhibition, hits mostly inhibitors. HEK-293 ATXN2-luciferase reporter, luminescence, 24 h; note: potency is the fitted concentration of half-maximal effect; % is set by controls: 0 for no effect and ±100 for the full control effect; nearly all actives have a fitted effect of over 55% in size
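ATXN2-luciferase reporter cells (luciferase flanked by upstream and downstream ATXN2 gene portions) were treated 24 h at 37 °C with compounds at up to 57 uM. SteadyGlo luminescence gave expression; GF-AFC fluorescence gave viability.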
Nrf2 activator: activates Nrf2 signaling. AREc32 ARE-luciferase reporter (MCF7-derived line), luminescence, 24 h. Potency, µM (highest dose often 46.1 µM), without a hit: top-dose activation, actives largely listed as activators. actives 0.31% (n = 410,000). AID 624171; note: potency is the fitted concentration of half-maximal effect; % of control where 0% means no effect; nearly all actives have a fitted effect of over 65% in size
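Reporter line AREc32 (ARE-Fluc), seeded overnight in OPTI-MEM with 5% FBS; compound pin-transferred, 24 hr at 37 deg C, 5% CO2; luminescent read-out.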
EPAC2 agonist: agonists of human EPAC2 (RAPGEF4) | Q8WZA2 | EPAC2 activation, biochemical qHTS; response scale: 100% = 6.5 mM cAMP response | Potency, µM (top dose mostly 154 µM), for inactives: at the highest dose activation, usual class: activators | actives 0.079% (n = 360,000) | AID 720711; note: potency is the fitted concentration of half-maximal effect; nearly all actives have a fitted effect of over 50% in size
Target sequence (Q8WZA2 whole entry, looked up): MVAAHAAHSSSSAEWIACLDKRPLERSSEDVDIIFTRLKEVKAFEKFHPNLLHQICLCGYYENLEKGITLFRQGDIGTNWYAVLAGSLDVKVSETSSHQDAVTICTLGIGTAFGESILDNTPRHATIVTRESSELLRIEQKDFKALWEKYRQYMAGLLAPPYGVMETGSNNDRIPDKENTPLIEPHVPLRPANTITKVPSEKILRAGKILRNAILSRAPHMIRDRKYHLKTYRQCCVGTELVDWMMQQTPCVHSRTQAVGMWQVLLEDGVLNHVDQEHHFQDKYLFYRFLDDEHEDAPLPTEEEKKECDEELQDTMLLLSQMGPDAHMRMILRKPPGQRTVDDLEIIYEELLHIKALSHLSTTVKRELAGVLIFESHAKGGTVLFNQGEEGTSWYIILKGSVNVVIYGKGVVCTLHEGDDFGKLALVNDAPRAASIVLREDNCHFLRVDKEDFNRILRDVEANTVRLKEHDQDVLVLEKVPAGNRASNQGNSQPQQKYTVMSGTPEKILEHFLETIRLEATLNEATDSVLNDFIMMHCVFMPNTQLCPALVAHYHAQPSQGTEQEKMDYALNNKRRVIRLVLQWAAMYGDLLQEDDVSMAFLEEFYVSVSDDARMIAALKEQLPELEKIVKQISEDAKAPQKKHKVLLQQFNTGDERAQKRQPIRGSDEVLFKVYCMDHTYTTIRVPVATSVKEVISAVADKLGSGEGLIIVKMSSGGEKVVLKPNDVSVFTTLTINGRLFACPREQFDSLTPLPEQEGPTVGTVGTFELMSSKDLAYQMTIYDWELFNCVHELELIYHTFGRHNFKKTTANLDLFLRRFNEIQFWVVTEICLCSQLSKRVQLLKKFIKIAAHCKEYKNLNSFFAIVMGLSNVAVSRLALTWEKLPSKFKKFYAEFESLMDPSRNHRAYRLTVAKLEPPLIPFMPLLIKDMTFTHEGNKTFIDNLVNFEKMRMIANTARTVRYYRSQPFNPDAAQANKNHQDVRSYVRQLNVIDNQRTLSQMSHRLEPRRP
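Nucleotide exchange monitored as fluorescence drop when BODIPY-GDP leaves Rap1B. Reaction: 100 nM EPAC2, 250 nM RAP1B-BODIPY-GDP, 50 uM GDP, room temperature, kinetic read over 30 min. Activity expressed relative to 6.5 mM cAMP.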
A549 viability: counter-screen for Nrf2 inhibitors: cytotoxicity in A549 cells. A549 ARE-Fluc cells, CellTiter-Fluor viability, 18-24 h. Potency, µM (titrated, usually from 46 µM), inactives show at the top dose activity change, negative = cytotoxicity, actives largely listed as inhibitors. actives 0.16% (n = 390,000). AID 504648; note: potency is the fitted concentration of half-maximal effect; % is set by controls: 0 for no effect and ±100 for the full control effect
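A549 ARE_Fluc cells in 5% FBS OPTI-MEM were exposed to compounds in concentration-response for 18-24 h at 37 deg C. Viability was read by CellTiter-Fluor fluorescence (Ex 405/Em 525) after 30 min, before the luciferase read.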
S2 tox: cell viability loss in ATXN counter-screen; actives 0.49% (n = 400,000); S2 cells (HEK-293 line with an ATXN2-luciferase reporter) viability, CellTiter-Fluor protease fluorescence, 24 h; Potency, µM (series often up to 56.7 µM), actives largely listed as cytotoxic; note: potency is the fitted concentration of half-maximal effect; nearly all actives have a fitted effect of over 40% in size
IL-2 act: IL-2 activation | IL-2 activation reporter assay, cell-based qHTS; stimulated with anti-CD3/CD4/CD28 beads; in transgenic mouse T cells | actives 0.065% (n = 360,000) | activation, % (series mostly up to about 46 µM); in the data active = activation above about 50%; inconclusive = mostly about 30% to 49%; note: 0% is about no effect
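EGFP and DsRed fluorescence is measured by plate cytometry in unstimulated transgenic mouse T cells exposed to compound for 60 minutes, then stimulated 18 hours at 37 degrees C with anti-CD3/anti-CD4 beads plus anti-CD28.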
TGFb SMAD3 inh: TGF-b pathway inhibition; HepG2 CAGA-GFP TGF-b/SMAD3 reporter, GFP fluorescence, 18 h; TGF-beta stimulated, 500 pg/mL final; actives 1.2% (n = 410,000); Potency, µM (top dose mostly 46.1 µM), for inactives: at the highest dose activity, negative = inhibition, usual class: inhibitors; AID 588855; note: potency is the fitted concentration of half-maximal effect; % is set by controls: 0 for no effect and ±100 for the full control effect; nearly all actives have a fitted effect of over 65% in size
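GFP signal (ex488/em500-530) from TGF-beta-stimulated HEPG2 CAGA-GFP cells, 500 pg/mL final, 18 h at 37 degrees C in DMEM plus 1% FBS, normalized to unstimulated and DMSO-stimulated controls.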
HepG2 viability: kills HepG2 cells in TGF-b inhibitor counter-screen; HepG2 CAGA-GFP viability, ATP luminescence, 18 h; Potency, µM (top dose mostly 46.1 µM), inactives show at the top dose activity change, negative = cytotoxicity, actives largely listed as cytotoxic; actives 0.76% (n = 410,000); AID 588856; note: potency is the fitted concentration of half-maximal effect; some results filed as inactive show a strong effect at the top dose
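HepG2 CAGA-GFP cells (1000/well, DMEM with 1% FBS) received compound, then TGF-beta at 500 pg/mL final, and were incubated 18 hours at 37 degrees C. Viability was read by CellTiter-Glo luminescence. Media-only wells were set as complete cell-killing and DMSO as no toxicity.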
Nrf2 block: inhibitors of Nrf2 signaling | Potency, µM (series often up to 46 µM), inactives show top-dose activity change, negative = inhibition, hits mostly inhibitors | AID 504444 | actives 2.1% (n = 360,000) | A549 ARE-Fluc reporter, luciferase luminescence, 18-24 h; note: potency is the fitted concentration of half-maximal effect; % is set by controls: 0 for no effect and ±100 for the full control effect; nearly all actives have a fitted effect of over 60% in size
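Cells were seeded and rested 2 h, then exposed to compounds for 18-24 h. CellTiter-Fluor was read first as a viability measure. BugLite was added 15 min before the final luminescent read of ARE-luciferase activity in A549 cells.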
* marks the source's active call; other numbers are inactive results; & = joins results of further samples; [ ] = another dose, or the depositor's remark. Unless noted, calls come from the whole dose curve; as a rule, active = well fitted curve in the direction sought with a large enough effect; inconclusive = small, poorly fitted or top-dose-only effect, or another doubt; inactive = no such curve, though single readings can be large; an effect the other way counts as inactive or inconclusive.

What do the screens show for `CN(NC(=O)C(C)(C)C)c1nc(-c2ccccc2)nnc1C(F)(F)F`?
ATXN2 expr inh: -5.7%; Nrf2 activator: -0.8%; EPAC2 agonist: -4.8%; A549 viability: -0.9%; S2 tox: inactive; IL-2 act: 1.4; TGFb SMAD3 inh: 5.1%; HepG2 viability: -24.5%; Nrf2 block: -9.7%

What do the screens show for `CCOC(=O)c1c(NC(C)=O)sc2c(OC)c(Br)ccc12`?
ATXN2 expr inh: -22.8%; Nrf2 activator: 0.5%; EPAC2 agonist: 3.6%; A549 viability: 10.9%; S2 tox: inactive; IL-2 act: -1.1; TGFb SMAD3 inh: 0.7%; HepG2 viability: 9.4%; Nrf2 block: -11.6%

How did CCN(C(=O)c1cc(Cl)ccc1Cl)C1CCS(=O)(=O)C1 (stereo not given) do in these assays?
ATXN2 expr inh: 6.0%; Nrf2 activator: 0.0%; EPAC2 agonist: 2.0%; A549 viability: 1.5%; S2 tox: inactive; IL-2 act: -0.3; TGFb SMAD3 inh: 2.5%; HepG2 viability: 6.6%; Nrf2 block: 4.0%

How did COc1ccc(-c2nc3ccc(C)cn3c2Cc2cccc(Cl)c2)cc1OC do in these assays?
ATXN2 expr inh: -36.0%; Nrf2 activator: 4.8%; EPAC2 agonist: 17.1%; IL-2 act: -0.8; TGFb SMAD3 inh: -13.7%; HepG2 viability: -27.6%

Results for CC(C)(C)c1csc(NNC(=O)c2ccc(Cl)cc2)n1 ?
ATXN2 expr inh: inconclusive; Nrf2 activator: 1.8%; EPAC2 agonist: 4.9%; A549 viability: 9.2%; S2 tox: inactive; IL-2 act: -0.6; TGFb SMAD3 inh: inconclusive; HepG2 viability: 7.6%; Nrf2 block: inconclusive

What do the screens show for `CC(Sc1nc2ccccc2c(=O)[nH]1)C(=O)O` (stereo not given)?
ATXN2 expr inh: 1.0%; Nrf2 activator: -0.6%; EPAC2 agonist: 9.9%; A549 viability: -3.2%; S2 tox: inactive; IL-2 act: -1.5; TGFb SMAD3 inh: 1.0%; HepG2 viability: -6.4%; Nrf2 block: 7.0%

What do the screens show for `CC(C)OC(=O)C(C#N)c1nc2ccccc2nc1N1CCCC1` (stereo not given)?
ATXN2 expr inh: -5.0%; Nrf2 activator: 0.2%; EPAC2 agonist: inconclusive; A549 viability: -3.6%; S2 tox: inactive; IL-2 act: 0.1; TGFb SMAD3 inh: -35.5%; HepG2 viability: 3.3%; Nrf2 block: -8.3%

How did Cc1cc(NC(=O)CN2CCN(c3cccc(Cl)c3)CC2)no1 do in these assays?
ATXN2 expr inh: -23.0%; Nrf2 activator: -0.7%; EPAC2 agonist: 1.1%; A549 viability: -3.7%; S2 tox: inactive; IL-2 act: -1.3; TGFb SMAD3 inh: 0.4%; HepG2 viability: -12.8%; Nrf2 block: -0.9%

What do the screens show for `Nc1nc(N2CCN(c3ccc(F)cc3)CC2)n[nH]1`?
ATXN2 expr inh: -22.1%; Nrf2 activator: -0.4%; EPAC2 agonist: 0.1%; A549 viability: 4.4%; S2 tox: inactive; IL-2 act: 1.7; TGFb SMAD3 inh: -39.6%; HepG2 viability: 0.1%; Nrf2 block: -1.2%

Results for Cc1ccc(C(=O)Nc2cccc3cccnc23)cc1Cl ?
ATXN2 expr inh: 9.2%; Nrf2 activator: 12.9%; A549 viability: -9.9%; S2 tox: inactive; TGFb SMAD3 inh: 1.1%; HepG2 viability: -2.1%; Nrf2 block: inconclusive

Results for CCOc1ccc(C2C(C#N)=C(N)Oc3cc(C)n(CCN(C)C)c(=O)c32)cc1OCC (stereo not given) ?
ATXN2 expr inh: -0.9%; Nrf2 activator: 3.2%; EPAC2 agonist: -10.3%; A549 viability: 13.4%; S2 tox: inactive; IL-2 act: -2.5; TGFb SMAD3 inh: 11.8%; HepG2 viability: 13.7%; Nrf2 block: 0.3%

What do the screens show for `Cc1cc(O)ccc1N=Cc1c(C(F)(F)F)[nH][nH]c1=O`?
Nrf2 activator: 24.7%; EPAC2 agonist: 11.9%; A549 viability: -3.3%; S2 tox: inactive; IL-2 act: -0.7; TGFb SMAD3 inh: inconclusive; HepG2 viability: -13.4%; Nrf2 block: -10.0%

Results for CN(CC(O)Cn1cnc2c1c(=O)n(C)c(=O)n2C)c1ccccc1 (stereo not given) ?
Nrf2 activator: 0.9%; EPAC2 agonist: 11.2%; A549 viability: -0.4%; S2 tox: inactive; IL-2 act: 1.1; TGFb SMAD3 inh: 3.6%; HepG2 viability: 1.5%; Nrf2 block: -25.1%

Results for Cc1[nH]n(-c2ccc([N+](=O)[O-])cc2)c(=O)c1/C=N/N1CCOCC1 ?
ATXN2 expr inh: -8.0%; Nrf2 activator: 5.1%; EPAC2 agonist: 13.1%; A549 viability: -0.5%; S2 tox: inactive; IL-2 act: 0.2; TGFb SMAD3 inh: 2.3%; HepG2 viability: 1.41µM*; Nrf2 block: inconclusive

How did COc1ccc([C@@H]2CC=C(C(=O)O)[C@H](c3ccccc3F)N2S(=O)(=O)c2ccc(C)cc2)cc1OC do in these assays?
ATXN2 expr inh: -0.6%; Nrf2 activator: -0.3%; EPAC2 agonist: 2.6%; A549 viability: 5.7%; S2 tox: inactive; IL-2 act: -0.1; TGFb SMAD3 inh: 7.6%; HepG2 viability: -0.4%; Nrf2 block: 10.1%

Results for O=C(C1=C[C@@H](C2CC2)C[C@@H](OCCCCO)O1)N1CCN(Cc2ccc3c(c2)OCO3)CC1 ?
ATXN2 expr inh: -4.2%; Nrf2 activator: 1.2%; EPAC2 agonist: 8.2%; A549 viability: 9.6%; S2 tox: inactive; IL-2 act: -0.1; TGFb SMAD3 inh: inconclusive; HepG2 viability: -3.6%; Nrf2 block: -19.2%

What do the screens show for `CCNC(=S)N1CCN(Cc2ccc3c(c2)OCO3)CC1`?
ATXN2 expr inh: -17.6%; Nrf2 activator: -0.2%; EPAC2 agonist: -2.6%; A549 viability: 7.9%; S2 tox: inactive; IL-2 act: -0.1; TGFb SMAD3 inh: 12.6%; HepG2 viability: 0.5%; Nrf2 block: -15.4%

How did CCCCCCCCc1nc(SC(C)C(=O)O)n[nH]1 (stereo not given) do in these assays?
ATXN2 expr inh: -8.0%; Nrf2 activator: 0.7%; EPAC2 agonist: 5.7%; A549 viability: 1.0%; S2 tox: inactive; IL-2 act: 3.1; TGFb SMAD3 inh: 16.4%; HepG2 viability: -8.7%; Nrf2 block: -2.6%

How did COc1ccc(-c2nnn(CC(=O)N(Cc3cccs3)C(C)C(=O)NC3CCCC3)n2)cc1OC (stereo not given) do in these assays?
ATXN2 expr inh: -12.7%; Nrf2 activator: 0.2%; EPAC2 agonist: 4.8%; A549 viability: -0.8%; S2 tox: inconclusive; IL-2 act: -2.7; TGFb SMAD3 inh: -4.9%; HepG2 viability: -18.9%; Nrf2 block: inconclusive

What do the screens show for `O=C(NC1CCN(C(=O)N2c3ccccc3Sc3ccccc32)CC1)c1ccccc1Cl`?
ATXN2 expr inh: -25.5%; Nrf2 activator: 2.9%; EPAC2 agonist: 22.2%; A549 viability: -3.6%; S2 tox: inactive; IL-2 act: -0.7; TGFb SMAD3 inh: inconclusive; HepG2 viability: 0.2%; Nrf2 block: inconclusive

How did O=C(CSc1nnc(-c2ccc(Cl)cc2)n1Cc1ccco1)Nc1ccc2c(c1)OCCO2 do in these assays?
ATXN2 expr inh: -19.6%; Nrf2 activator: 3.2%; EPAC2 agonist: 5.6%; A549 viability: -26.2%; S2 tox: inconclusive; IL-2 act: -3.6; TGFb SMAD3 inh: -2.3%; HepG2 viability: -1.7%; Nrf2 block: inconclusive

How did CCN1c2cc(C)ccc2-n2cccc2C12CCN(C(=O)Nc1cc(OC)c(OC)c(OC)c1)CC2 do in these assays?
Nrf2 activator: 0.3%; A549 viability: -13.7%; TGFb SMAD3 inh: -7.7%; HepG2 viability: 5.1%

What do the screens show for `COC(=O)c1sccc1NS(=O)(=O)c1ccccc1`?
ATXN2 expr inh: -5.2%; Nrf2 activator: -0.5%; EPAC2 agonist: 10.6%; A549 viability: 2.6%; S2 tox: inactive; IL-2 act: 1.2; TGFb SMAD3 inh: 11.6%; HepG2 viability: 5.8%; Nrf2 block: 6.1%

What do the screens show for `COC(=O)c1sccc1Oc1c(Cl)cccc1[N+](=O)[O-]`?
ATXN2 expr inh: -19.3%[11.3 µM]; Nrf2 activator: 11.0%; EPAC2 agonist: 15.0%; A549 viability: -0.6%; S2 tox: inactive; IL-2 act: 2.8; TGFb SMAD3 inh: 0.8%; HepG2 viability: 6.9%; Nrf2 block: -14.2%

Results for CCOc1ccc2nc(NC(=O)CC3Oc4ccccc4NC3=O)sc2c1 (stereo not given) ?
Nrf2 activator: -0.1%; EPAC2 agonist: 1.8%; A549 viability: inconclusive; S2 tox: inactive; IL-2 act: 0.2; TGFb SMAD3 inh: 6.6%; HepG2 viability: 0.5%; Nrf2 block: inconclusive

Results for COCc1cccc(-c2csc(C(O)c3ccccc3)n2)c1 (stereo not given) ?
ATXN2 expr inh: 28.7%; Nrf2 activator: 5.2%; EPAC2 agonist: 8.2%; S2 tox: inactive; IL-2 act: -1.0; TGFb SMAD3 inh: 1.7%; HepG2 viability: -0.6%

What do the screens show for `COc1ccccc1OCC(O)CN1CCN(CC(=O)Nc2c(C)cccc2C)CC1` (stereo not given)?
ATXN2 expr inh: -4.1%&-9.0%&10.2%&2.2%; Nrf2 activator: -0.2%&-0.8%; EPAC2 agonist: 7.6%&0.4%; A549 viability: -0.2%&-2.1%; S2 tox: inactive; IL-2 act: 0.7&0.0; TGFb SMAD3 inh: 5.8%&-3.0%; HepG2 viability: -11.9%&-1.1%; Nrf2 block: inconclusive
